High-throughput results from PubChem.
WRN helicase inh: WRN helicase (human) inhibition; 360,000 tested, 0.46% active; WRN helicase unwinding, fluorescent forked duplex, kinetic; Potency, µM (top dose mostly 114 µM), inactives show at the top dose activity change, negative = inhibition, most hits filed as inhibitors; AID 651768; also: potency is read from the fitted curve at half-maximal effect; % is scaled to controls: 0 for no effect and ±100 for the full control effect; nearly all actives have a fitted effect of over 55% in size
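Screening of the MLSMR collection measured strand separation of a quenched forked DNA duplex (100 nM) by 20 nM WRN with 2 mM ATP, all final. Compounds were preincubated with enzyme 15 min at room temperature.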
HEK293 tox: cytotoxicity in counter-screen for GLP-1R inverse agonists; HEK293 cAMP-luciferase reporter cells, luminescence, 24 h; Potency, µM (doses to about 38.3 µM), for the others: at the highest dose activity change, negative = inhibition, most hits filed as inhibitors; 410,000 tested, 0.13% active;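 also: loss of luciferase light is scored as toxicity; potency is read from the fitted curve at half-maximal effect; % is scaled to controls: 0 for no effect and ±100 for the full control effect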
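A 23 nL compound transfer followed 12 hours of cell culture at 37 deg C; exposure then lasted 24 hr. Luciferase assay detection reagent was dispensed and plates read for luminescence after a 12 min room-temperature wait.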
PI5P4K alpha inh: inhibitors of human PI5P4K alpha. AID 652105. PI5P4Kalpha enzyme, ADP-Glo luminescence, 60 min; hits give low values. 330,000 tested, 1.2% active. max response, %. P48426; active = max response of -50% or lower; inconclusive = between -30% and -50%; inactive = -30% or higher; also: value at the top dose of about 77 µM; % is scaled to controls: 0 for no effect and ±100 for the full control effect
Target sequence (P48426 whole entry, looked up): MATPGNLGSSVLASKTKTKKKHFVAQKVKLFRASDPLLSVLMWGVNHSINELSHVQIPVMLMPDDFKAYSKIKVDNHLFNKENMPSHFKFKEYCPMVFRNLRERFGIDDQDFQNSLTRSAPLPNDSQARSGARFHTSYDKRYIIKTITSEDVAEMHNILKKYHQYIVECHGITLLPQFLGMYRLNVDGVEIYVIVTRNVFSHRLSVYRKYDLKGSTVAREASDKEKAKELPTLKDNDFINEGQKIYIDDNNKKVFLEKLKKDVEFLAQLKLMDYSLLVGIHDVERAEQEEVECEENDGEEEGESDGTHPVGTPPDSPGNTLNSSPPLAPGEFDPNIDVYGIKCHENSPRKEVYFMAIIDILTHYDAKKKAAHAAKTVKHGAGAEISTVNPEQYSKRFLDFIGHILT
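Quantitative HTS of the MLSMR library against PI5P4Kalpha with substrate. ATP added last at 5 microM final; room temperature, 60 minutes. Remaining ATP depleted, ADP converted and read as luminescence.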
GLP-1R agonist: activates the human GLP-1 receptor. P43220. HEK293 GLP-1R CRE-luciferase, luminescence, 4-6 h; cells express a hypersensitive GLP-1R form. Potency, µM (doses to about 45.6 µM), without a hit: at the highest dose activation, actives largely listed as activators. 380,000 tested, 0.007% active; also: potency is read from the fitted curve at half-maximal effect; % of control where 0% means no effect
IL-2 act: activators of IL-2; activation, % (series mostly up to about 46 µM); AID 652025; IL-2 activation reporter assay, cell-based qHTS; stimulated with anti-CD3/CD4/CD28 beads; in transgenic mouse T cells; 360,000 tested, 0.065% active; in the data active = activation above about 50%; inconclusive = mostly about 30% to 49%; also: 0% is about no effect
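Unstimulated transgenic mouse T cells; 60-min compound exposure; bead-based TCR/CD4/CD28 stimulation; 18 h culture, 37 degrees C; dual fluorescence (EGFP, DsRed) plate cytometry.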
DRD3 agonist: activates the human D3 dopamine receptor | P35462 | D3R DiscoveRx beta-arrestin cells, luminescence, 90 min | max activation, % | 410,000 tested, 0.58% active; in the data active = max activation above about 30%; also: 0% is about no effect; mostly tested at two doses, the higher about 12 µM
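Cells at 1500/well, incubated overnight, then treated with pinned compounds (dopamine as control) for 90 min at 37 degrees C. DiscoveRx reagent added for 30 - 60 minutes at room temperature; luminescence read.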
DRD3 antagonist: antagonists of human D3 dopamine receptor; 360,000 tested, 2.5% active; D3R cells, DiscoveRx beta-arrestin luminescence, antagonist mode; hits give low values; max response, negative = inhibition, %; in the data active = max response below about -50%; inconclusive = no clear call, values can overlap the other calls; also: % is scaled to controls: 0 for no effect and ±100 for the full control effect; mostly tested at two doses, the higher about 12 µM
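Cells plated overnight at 1500 cells/well, then exposed to library compounds with dopamine controls for 90 minutes at 37 degrees C. DiscoveRx reagent added for 30–60 minutes at room temperature; luminescence read, quantitative HTS format.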
GLP1R inv ag: acts as inverse agonist at human GLP-1 receptor; 410,000 tested, 1.6% active; P43220; HEK293 GLP-1R CRE-luciferase, luminescence, 24 h; GLP-1R form is constitutively active; Potency, µM (titrated, usually from 38.3 µM), without a hit: top-dose activity change, negative = inhibition, actives largely listed as inhibitors; also: potency is read from the fitted curve at half-maximal effect; % is scaled to controls: 0 for no effect and ±100 for the full control effect; nearly all actives have a fitted effect of over 55% in size
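Constitutively active GLP-1R drives a cAMP-responsive luciferase in stably transfected HEK293 cells; test compounds are added after overnight (12 h) attachment and left 24 hr, and signal loss in luminescence marks inhibition.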
PLK1 PBD block: inhibitors of human PLK1 polo-box domain binding; Potency, µM, for inactives: max response, negative = inhibition, usual class: inhibitors; 360,000 tested, 2.8% active; P53350; Plk1 PBD binding of FITC phosphopeptide, fluorescence polarization; AID 720504; also: potency is read from the fitted curve at half-maximal effect; series mostly up to about 57 µM; % is scaled to controls: 0 for no effect and ±100 for the full control effect; nearly all actives have a fitted effect of over 65% in size
Target sequence (P53350 whole entry, looked up, the tested form may be a part): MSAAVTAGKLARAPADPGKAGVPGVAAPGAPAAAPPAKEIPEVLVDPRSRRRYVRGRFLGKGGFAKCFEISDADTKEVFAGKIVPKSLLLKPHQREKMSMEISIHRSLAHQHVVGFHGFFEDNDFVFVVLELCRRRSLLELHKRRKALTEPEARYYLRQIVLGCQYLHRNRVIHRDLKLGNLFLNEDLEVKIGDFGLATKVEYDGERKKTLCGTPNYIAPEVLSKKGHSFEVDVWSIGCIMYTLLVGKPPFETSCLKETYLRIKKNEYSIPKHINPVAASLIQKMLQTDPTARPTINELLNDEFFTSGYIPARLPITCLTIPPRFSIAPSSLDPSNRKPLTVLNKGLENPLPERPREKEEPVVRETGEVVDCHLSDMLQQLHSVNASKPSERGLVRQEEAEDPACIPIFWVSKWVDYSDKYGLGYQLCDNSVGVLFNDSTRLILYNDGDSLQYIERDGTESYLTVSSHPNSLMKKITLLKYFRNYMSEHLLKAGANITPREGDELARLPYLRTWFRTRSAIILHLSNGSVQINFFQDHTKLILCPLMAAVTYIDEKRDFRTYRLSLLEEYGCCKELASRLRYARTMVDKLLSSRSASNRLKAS
An asterisk follows results filed as active; u = inconclusive; x = no result given; [ ] = remark or other dose. Unless noted, calls follow the shape of the dose curve; as a rule, active = well fitted curve in the direction sought with a large enough effect; inconclusive = small, poorly fitted or top-dose-only effect, or another doubt; inactive = no such curve, though single readings can be large; an effect the other way counts as inactive or inconclusive.

SMILES	WRN helicase inh	HEK293 tox	PI5P4K alpha inh	GLP-1R agonist	IL-2 act	DRD3 agonist	DRD3 antagonist	GLP1R inv ag	PLK1 PBD block
Cc1oc(-c2ccccc2F)nc1CS(=O)(=O)CC(=O)NCCc1ccc(Cl)cc1	x	5%	x	0%	x	-7	x	13%	x
Cc1cc(Cl)ccc1OCCCC(=O)Nc1cc(S(=O)(=O)N2CCOCC2)ccc1N1CCOCC1	-2%	2%	-4	-8%	1.0	1	-9	u	-8%
CCC(=O)N1CCN(c2cc(N3CCN(C)CC3)c(F)cc2[N+](=O)[O-])CC1	4%	-15%	0	-7%	-1.9	1	-6	10%	-3%
CN1CCN(C(=O)/C=C/c2ccccc2)CC1	8%	-5%	2	1%	-0.8	-15	0	-10%	1%
COC(=O)CCCn1cc(CN2CC(N3CCCCC3)CS2(=O)=O)nn1 (stereo unspecified)	3%	0%	-1	2%	0.0	3	22	14%	0%
Cc1nc(NCc2ccco2)nc2c1C(=O)CC(C)C2 (stereo unspecified)	-3%	89%[activator]	2	14%	0.3	0	-9	0%	-13%
CC1CN(Cc2c(O)ccc3c(=O)c(-c4ccccc4Cl)coc23)CC(C)O1 (stereo unspecified)	-6%	1%	-6	-5%	-4.9	-5	-6	-21%	-15%
CN(c1ccccc1)c1nc(-n2ccnc2)nc(-n2ccnc2)n1	5%[57.1 µM]	-7%	-3	u	-1.4	1	15	113%[activator]	-3%
Cc1cc(C)c(C)c(OCC(=O)NCc2nc(-c3ccccc3)no2)c1	-18%	3%	2	19%	2.7	0	17	u	0%
Cc1ccc(S(=O)(=O)N2CCN(C(=O)CN3C(=O)NC(C)(c4ccc5ccccc5c4)C3=O)CC2)cc1 (stereo unspecified)	1%	-18%	-2	-28%	-3.1	7	28	u	4%
CC(=O)Nc1ccc(CNc2nc(NCC3CC3)nc3ccsc23)cc1	5%	2%	-15	20%	-0.3	-11	0	-27%	1%
CNC(=O)C(=O)NCCN1CCN(S(=O)(=O)c2ccc3ccccc3c2)CC1	-3%	1%	3	-3%	1.3	0	8	8%	-6%
CC(C)(C)NC(=O)NC(=O)COC(=O)Cc1c(Cl)cccc1Cl	-12%	10%	1	5%	-0.8	-11	-7	u	-13%
C[C@H](CO)N1C[C@H](C)[C@@H](CN(C)Cc2ccc(C(=O)O)cc2)Oc2c(NS(=O)(=O)c3ccc(F)cc3)cccc2C1=O	6%	-7%	3	2%	-0.1	-10	-25	1%	-3%
Cc1cccc(N(Cc2ccccc2)C(=O)C2CCN(C(=O)c3ccccc3C)CC2)c1	-2%	-14%	6	0%	2.1	-2	0	u	-8%
O=C(CSc1ccc2ccccc2n1)N1CCC(c2noc3ccc(F)cc23)CC1	-7%	-9%	x	16%	-2.3	9	35	u	-5%
CCOC(=O)CN1C(=O)C(Sc2n[nH]c(-c3cccc(C)c3)n2)CCc2ccccc21 (stereo unspecified)	-12%	-26%	x	-1%	-3.4	-16	-15	-27%	0%
C[C@@H]1CC[C@]2(C(=O)O)CC[C@]3(C)C(=CCC4[C@@]5(C)CC[C@H](O)[C@@](C)(C(=O)O)C5CC[C@]43C)C2[C@]1(C)O (stereo partly specified)	0%	17%	1	13%	0.7	14	-9	12%	-17%
CC(=O)Nc1ccc(C(=O)CSc2nnnn2C(C)C)cc1	-1%	12%	2	-1%	-3.3	1	0	6%	-8%
CCCCN1C(=O)CCC(C(=O)O)C1c1ccc(OC)cc1 (stereo unspecified)	-3%	12%	-6	1%	-3.2	-16	-8	5%	27µM*
COc1ccc(NC(=O)COc2ccc(/C=C/c3cc[n+](C)cc3)cc2OC)cc1	-1%	2%	-16	1%	-3.4	7	8	15%	1%
CCn1cc(C(=O)NCCc2ccccc2)c(=O)c2cc(S(=O)(=O)N(C)C)ccc21	12%	-6%	0	19%	0.0	10	-11	6%	-8%
COc1ccccc1NC(=S)NCc1cccnc1	3%	10%	1	-8%	-2.7	-7	-10	19%	-9%
O=C(CSC1=NNC(c2ccccn2)S1)Nc1ccc(C(F)(F)F)cc1 (stereo unspecified)	-22%	u	5	0%	-1.8	16	-7	u	-6%
CCN(CC)S(=O)(=O)c1cc(NC(=O)CCc2c(C)noc2C)ccc1C	-2%	-9%	7	10%	-0.4	-8	13	-9%	3%

Some of the entries so far, with values under each structure:
Every second line gives: WRN helicase inh | HEK293 tox | PI5P4K alpha inh | GLP-1R agonist | IL-2 act | DRD3 agonist | DRD3 antagonist | GLP1R inv ag | PLK1 PBD block
> CNC(=O)C(=O)NCCN1CCN(S(=O)(=O)c2ccc3ccccc3c2)CC1
 : -3% | 1% | 3 | -3% | 1.3 | 0 | 8 | 8% | -6%
> CC(C)(C)NC(=O)NC(=O)COC(=O)Cc1c(Cl)cccc1Cl
 : -12% | 10% | 1 | 5% | -0.8 | -11 | -7 | u | -13%
> C[C@H](CO)N1C[C@H](C)[C@@H](CN(C)Cc2ccc(C(=O)O)cc2)Oc2c(NS(=O)(=O)c3ccc(F)cc3)cccc2C1=O
 : 6% | -7% | 3 | 2% | -0.1 | -10 | -25 | 1% | -3%
> Cc1cccc(N(Cc2ccccc2)C(=O)C2CCN(C(=O)c3ccccc3C)CC2)c1
 : -2% | -14% | 6 | 0% | 2.1 | -2 | 0 | u | -8%

Continuation.
SMILES	WRN helicase inh	HEK293 tox	PI5P4K alpha inh	GLP-1R agonist	IL-2 act	DRD3 agonist	DRD3 antagonist	GLP1R inv ag	PLK1 PBD block
Cc1ccccc1Oc1nc2c(C)cccn2c(=O)c1/C=C(\C#N)C(=O)Nc1c(C)n(C)n(-c2ccccc2)c1=O	-21%	u	-7	-5%	1.0	-5	-14	52%[activator]	-29%
Cc1c(CCC(=O)NCC(=O)NCC(=O)O)c(=O)oc2cc3oc4c(c3cc12)CCCC4	-7%	6%	-4	-3%	-0.6	-3	9	1%	-3%
CCN(CC(=O)NCc1ccc(F)cc1)CC(=O)NC1CCCC1	-5%	-2%	7	1%	-3.5	-5	8	2%	-2%
Cc1nn(-c2ccc(NC(=O)c3ccncc3)cc2)c(C)c1Cl	2%	-22%	9	1%	-3.9	8	22	u	-8%
Cc1ccc(-c2ccc(CCC(=O)O)n2NC(=O)c2cccs2)cc1	-5%	2%	-13	-6%	0.2	1	-5	-14%	-2%
COc1ccc(-c2coc3c(C(=O)NCc4ccc(C(F)(F)F)cc4)cccc23)c(C)c1	-10%	-4%	9	-2%	-0.6	1	11	u	-2%
Cc1ccc(-n2cnc3c(sc4nc(N5CCOCC5)c5c(c43)CCCC5)c2=O)cc1	4%	1%	3	-3%	0.8	-14	-5	9%	7%
CCSC1=C(C#N)C(c2ccc(Cl)cc2)C2=C(CCCC2=O)N1 (stereo unspecified)	-8%	-28%	0	5%	5.6	-5	-7	u	-2%
CCOc1ccc(N2CC(C(=O)NCCc3ccc(OC)c(OC)c3)CC2=O)cc1 (stereo unspecified)	5%	-9%	-2	-1%	0.0	-6	8	1%	-1%
COC(=O)c1cc(C#N)c(N2CCN(C)CC2)nc1C	-1%	13%	-4	8%	2.0	-3	3	2%	-6%
O=C(N[C@@H]1c2ccccc2CC[C@@H]1OCc1ccccc1)c1ccc(C(F)(F)F)cc1	-12%	1%	8	-3%	-0.6	5	7	7%	-13%
O=C(Nc1ccc2c(c1)OCO2)c1cc(C2CCCCN2S(=O)(=O)c2ccccc2)on1 (stereo unspecified)	-9%	-11%	-5	-1%	-0.2	-4	0	u	-2%
O=c1cc(-c2c(O)c3ccccc3n(Cc3ccccc3)c2=O)[nH][nH]1	u	-3%	u	0%	4.5	1	5	4%	u
O=C(CN1C(=O)CSc2ccc(S(=O)(=O)N3CCOCC3)cc21)NCc1c(F)cccc1Cl	6%	2%	4	-3%	-2.7	-1	-28	u	-8%
O=C(Nc1ccccc1)OC1CC2CC1C1CCCC21 (stereo unspecified)	-8%[57.1 µM]	8%	14	13%	-3.0	-10	-3	u	-4%
CCCNC(=O)CC(NS(=O)(=O)c1ccc(OC)cc1)c1ccco1 (stereo unspecified)	4%	17%	6	1%	-1.1	-1	8	2%	-6%
CC(NC(=O)C(CC(=O)OC(C)(C)C)NC(=O)OC(C)(C)C)C(N)=O (stereo unspecified)	11%	-3%	x	-13%	-2.3	0	-24	0%	-6%
O=C(CSc1c2c(nc3cc(Cl)ccc13)CCCC2)NCc1ccco1	-24%	-29%	u	-9%	-2.7	0	-9	22%	-24%
COc1ccc(-c2nnc(SCC(=O)N3CCCC3)o2)cc1OC	-3%	7%	6	1%	-0.4	4	-21	9%	-4%
CCn1c(Cc2ccc(OC)cc2)nnc1SCC(=O)Nc1cccc(C(=O)OC)c1	4%	-10%	0	-2%	-0.1	4	-15	1%	0%
COc1ccc(OCc2cccc(C(=O)Nc3ccc(CN4CCCCC4)cc3)c2)cc1	3%	u	-6	-1%	-2.7	-15	-7	u	2%
Cc1ccc(C(=O)Nc2cc(-c3nc4cc(Cl)ccc4o3)ccc2C)c(C)c1	x	3%	x	-2%	x	-10	x	4%	x
CC(C)c1ccc(NC2CCCN(C(=O)CCc3cn[nH]c3)C2)cc1 (stereo unspecified)	-4%	5%	-3	-2%	-0.6	3	5	-18%	2%
O=C(CCCN1C(=O)CCC1=O)Nc1ccc2c(c1)OCCO2	-1%	15%	0	3%	1.5	4	7	2%	-13%
CCOc1ccc(/C=N/NC(=O)c2cc3ccccc3cc2OC)cc1	8%	-11%	-6	-2%	-4.4	7	6	u	-4%
The listing continues:
SMILES	WRN helicase inh	HEK293 tox	PI5P4K alpha inh	GLP-1R agonist	IL-2 act	DRD3 agonist	DRD3 antagonist	GLP1R inv ag	PLK1 PBD block
COc1ccc(CNS(=O)(=O)NCc2ccccc2)cc1OC	0%	-12%	-8	7%	-3.7	-2	-5	11%	-4%
COc1ccccc1CNC(=O)CCCn1c(=O)c2ccccc2n(CC(=O)Nc2c(C)cc(C)cc2C)c1=O	x	14%	x	0%	x	-13	x	-1%	x
O=c1cc(CSCc2ccc(Cl)cc2)[nH]c(=O)[nH]1	3%	-1%	-2	1%	-4.8	1	-12	9%	5%
NC(N)=NS(=O)(=O)c1ccc(NC(=S)NC(=O)c2ccc3c(c2)OCO3)cc1	1%	1%	-20	-4%	-2.7	1	8	54%[activator]	24µM*
CCOC(=O)CSc1ncc(-c2cccc(Cl)c2)cn1	0%	-2%	x	7%	-1.4	-1	13	7%	-7%
CCOC(=O)/C(=N/Nc1ccccc1)N1CCCc2ccccc21	2%	4%	1	0%	0.9	2	-18	u	-8%
